Screening results: PubChem, several laboratories
FadD28 FP inh: inhibitors of FadD28 bisubstrate probe binding, primary screen, biochemical, fluorescence polarization, single point. actives 0.22% (n = 360,000). inhibition, % at 12.5 µM. Mycobacterium tuberculosis FadD28 fatty-acid-AMP ligase; in the data active = inhibition above about 8.5%, passing the limit was not always enough
Yp Topo-I inh: Yersinia pestis topoisomerase I inhibitors, primary screen, biochemical, cleavage product accumulation, plate reader, single point; activity, % at 10 µM; DNA topoisomerase I (Yersinia pestis CO92); Y. pestis Topo-I cleavage product accumulation; AID 504884, 2011; actives 0.064% (n = 360,000); in the data active = activity above about 50%, passing the limit was not always enough; also: inactives centre near 2
BioA inh: M. tuberculosis BioA enzyme inhibitors, primary screen, biochemical, plate reader, single point, HTS; purified M. tuberculosis BioA enzyme; 7,8-diaminopelargonic acid synthase BioA (Mycobacterium tuberculosis); inhibition, % at 9.99 µM; actives 0.096% (n = 360,000); in the data active = inhibition above about 40%
GDH-TPI inh: GDH-TPI coupling enzyme inhibitors, primary screen, artefact control for M. tuberculosis FBA inhibitor project, biochemical, absorbance, full deck | GDH-TPI coupled enzyme counterscreen, NADH absorbance | inhibition, % at 4.8 µM | actives 1.2% (n = 360,000); in the data active = inhibition above about 30%;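 also: 0% = DMSO wells and 100% = wells lacking the enzyme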
PfHsp40 rescue: rescue of yeast from PfHsp40 toxicity, primary screen, S. cerevisiae, ATP luminescence. actives 0.68% (n = 340,000). S. cerevisiae expressing PfHsp40, growth rescue. growth rescue, % at 12.5 µM; in the data active = growth rescue above about 28%, passing the limit was not always enough;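 also: yeast W303a lacking pdr1 and pdr3 grown in galactose medium; growth measured after three days at 30 °C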
UGM FP inh: M. tuberculosis UGM enzyme inhibitors, primary screen, biochemical, fluorescence polarization, single point. UDP-galactopyranose mutase (Mycobacterium tuberculosis (strain ATCC 25618 / H37Rv)), …. purified UGM, fluorescence polarization probe displacement. inhibition, % at 10 µM. actives 0.06% (n = 320,000). AID 504406, 2011; in the data active = inhibition above about 10%, passing the limit was not always enough
BH1578 lux ind: inducers of Vibrio cholerae quorum light production without autoinducers, primary screen, BH1578 luxS cqsA deficient, single point; AID 588436, 2011; activation, % at 18.7 µM; V. cholerae BH1578 lux reporter, luminescence, 6 h; actives 0.16% (n = 350,000); in the data active = activation mostly above about 9.7%, no sharp cut-off; also: not every result past the cut was called active; inactives centre near 0; reference of the scale not given here
TcdB GH inh: TcdB glycohydrolase inhibitors, primary screen, biochemical, single point, plate reader. Toxin B (Clostridioides difficile), P18177. TcdB glycohydrolase enzymatic assay. inhibition, % at 9.99 µM. actives 0.24% (n = 350,000). AID 652162, 2013; in the data active = inhibition above about 10%
Target sequence (P18177 whole entry, looked up): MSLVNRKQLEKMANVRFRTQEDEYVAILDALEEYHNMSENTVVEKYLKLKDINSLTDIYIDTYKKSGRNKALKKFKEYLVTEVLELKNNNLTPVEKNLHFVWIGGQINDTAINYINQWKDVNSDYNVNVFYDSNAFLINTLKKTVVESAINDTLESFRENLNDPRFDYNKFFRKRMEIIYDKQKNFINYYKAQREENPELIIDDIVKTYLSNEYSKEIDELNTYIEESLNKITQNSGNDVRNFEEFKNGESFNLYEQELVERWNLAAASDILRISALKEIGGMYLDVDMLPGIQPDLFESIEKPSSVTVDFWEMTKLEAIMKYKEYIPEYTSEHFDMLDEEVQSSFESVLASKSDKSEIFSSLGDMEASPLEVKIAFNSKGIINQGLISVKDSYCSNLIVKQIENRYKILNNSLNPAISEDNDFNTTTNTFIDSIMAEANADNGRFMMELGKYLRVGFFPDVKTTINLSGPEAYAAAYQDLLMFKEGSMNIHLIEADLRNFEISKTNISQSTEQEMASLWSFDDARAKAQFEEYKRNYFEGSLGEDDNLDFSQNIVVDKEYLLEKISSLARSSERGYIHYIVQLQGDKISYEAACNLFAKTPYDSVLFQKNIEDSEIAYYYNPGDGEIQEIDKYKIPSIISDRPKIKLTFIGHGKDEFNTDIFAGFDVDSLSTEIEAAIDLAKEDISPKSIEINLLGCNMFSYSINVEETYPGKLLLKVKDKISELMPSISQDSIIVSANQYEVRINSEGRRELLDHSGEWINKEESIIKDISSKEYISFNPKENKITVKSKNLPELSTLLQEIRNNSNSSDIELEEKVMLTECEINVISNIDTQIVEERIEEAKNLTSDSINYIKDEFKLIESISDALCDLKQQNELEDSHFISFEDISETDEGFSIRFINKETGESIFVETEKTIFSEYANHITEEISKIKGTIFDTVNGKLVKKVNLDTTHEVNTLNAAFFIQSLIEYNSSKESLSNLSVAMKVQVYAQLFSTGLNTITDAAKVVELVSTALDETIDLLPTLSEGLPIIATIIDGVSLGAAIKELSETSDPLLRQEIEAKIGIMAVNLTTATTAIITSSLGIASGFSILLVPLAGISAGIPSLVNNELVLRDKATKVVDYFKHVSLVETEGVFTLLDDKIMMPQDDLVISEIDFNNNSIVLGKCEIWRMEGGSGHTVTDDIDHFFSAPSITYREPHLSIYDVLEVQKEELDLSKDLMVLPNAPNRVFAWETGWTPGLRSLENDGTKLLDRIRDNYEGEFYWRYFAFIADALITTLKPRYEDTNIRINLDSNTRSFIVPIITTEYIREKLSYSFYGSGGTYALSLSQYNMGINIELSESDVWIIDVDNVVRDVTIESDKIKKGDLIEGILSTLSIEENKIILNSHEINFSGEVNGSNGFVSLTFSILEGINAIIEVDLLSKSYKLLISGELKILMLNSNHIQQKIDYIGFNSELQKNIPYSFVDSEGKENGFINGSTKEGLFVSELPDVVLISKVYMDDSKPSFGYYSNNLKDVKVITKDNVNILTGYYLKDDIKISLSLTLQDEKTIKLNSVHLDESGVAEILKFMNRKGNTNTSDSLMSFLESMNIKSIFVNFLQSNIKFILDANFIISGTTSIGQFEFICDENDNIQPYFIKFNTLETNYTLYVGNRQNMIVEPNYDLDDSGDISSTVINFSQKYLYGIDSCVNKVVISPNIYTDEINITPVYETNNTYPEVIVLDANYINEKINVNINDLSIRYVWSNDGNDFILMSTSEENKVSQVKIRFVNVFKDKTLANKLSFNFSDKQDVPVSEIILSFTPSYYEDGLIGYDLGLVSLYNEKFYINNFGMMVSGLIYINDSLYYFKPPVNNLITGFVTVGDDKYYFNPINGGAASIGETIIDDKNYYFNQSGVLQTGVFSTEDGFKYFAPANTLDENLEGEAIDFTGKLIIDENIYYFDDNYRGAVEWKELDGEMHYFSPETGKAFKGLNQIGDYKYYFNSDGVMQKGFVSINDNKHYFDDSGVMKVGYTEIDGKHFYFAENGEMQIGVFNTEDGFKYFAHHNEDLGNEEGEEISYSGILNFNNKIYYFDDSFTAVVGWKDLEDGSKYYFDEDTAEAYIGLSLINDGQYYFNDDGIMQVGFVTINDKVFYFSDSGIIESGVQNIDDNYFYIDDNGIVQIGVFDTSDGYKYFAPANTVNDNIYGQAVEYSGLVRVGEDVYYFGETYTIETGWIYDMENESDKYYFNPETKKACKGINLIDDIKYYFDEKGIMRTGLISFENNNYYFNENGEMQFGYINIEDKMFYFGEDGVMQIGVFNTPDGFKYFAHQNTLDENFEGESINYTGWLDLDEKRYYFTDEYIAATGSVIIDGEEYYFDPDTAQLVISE
Mtb FBA inh: Mtb FBA enzyme inhibitors, primary screen, biochemical, fluorescence, strain H37Rv. purified M. tuberculosis FBA, fluorescence read-out. inhibition, % at 1 µM. actives 2.3% (n = 360,000); in the data active = inhibition above about 27%;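 also: 0% = vehicle and 100% = reference inhibitor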
Starred values were filed as active, the others as inactive.

What do the screens show for `CCN1CCN(C(=O)c2ccccc2N(C)S(=O)(=O)c2ccc(C)cc2)CC1`?
FadD28 FP inh: 0.9; Yp Topo-I inh: 0; BioA inh: -0.7; GDH-TPI inh: 3; PfHsp40 rescue: -1.3; UGM FP inh: 1.1; BH1578 lux ind: -0.1; Mtb FBA inh: -2

Results for Cc1ccc(C2=[N+]([O-])C(C)N(O)C2(C)C)o1 (stereo not drawn) ?
FadD28 FP inh: -2.4; Yp Topo-I inh: -1; BioA inh: -1.2; GDH-TPI inh: 12; PfHsp40 rescue: 0.4; UGM FP inh: 3.8; BH1578 lux ind: inactive; Mtb FBA inh: 0

Results for CCOc1ccc(NC(=O)CC2SC(N)=NC2=O)c([N+](=O)[O-])c1 (stereo not drawn) ?
FadD28 FP inh: -2.2; Yp Topo-I inh: 3; GDH-TPI inh: 2; PfHsp40 rescue: -1.2; UGM FP inh: -0.2; BH1578 lux ind: 1.6; TcdB GH inh: 0.4; Mtb FBA inh: -1

What do the screens show for `COc1ccc(C(C(=O)NCCC(C)C)N(CCO)C(=O)c2snc(C(N)=O)c2N)cc1` (stereo not drawn)?
FadD28 FP inh: 0.0; Yp Topo-I inh: -1; BioA inh: -1.4; GDH-TPI inh: 6; PfHsp40 rescue: 0.1; UGM FP inh: 1.1; BH1578 lux ind: -0.3; TcdB GH inh: 0.7; Mtb FBA inh: 9

What do the screens show for `COc1ccc(C(=O)NNC2=NC(C)(C)Cc3ccccc32)cc1`?
FadD28 FP inh: -3.7; Yp Topo-I inh: 4; GDH-TPI inh: 17; PfHsp40 rescue: 8.3; UGM FP inh: -1.4; BH1578 lux ind: -0.4; Mtb FBA inh: 0

How did Cc1ccsc1C(=O)C1CCCN(Cc2c(C)nn(C(C)C)c2C)C1 (stereo not drawn) do in these assays?
FadD28 FP inh: 0.7; Yp Topo-I inh: -3; BioA inh: -0.7; GDH-TPI inh: 6; PfHsp40 rescue: -0.1; UGM FP inh: -0.4; BH1578 lux ind: inactive; TcdB GH inh: 0.6; Mtb FBA inh: -1

How did O=C(c1ccc2c(=O)n3c(nc2c1)CCCCC3)N1CCN(c2cccc(Cl)c2)CC1 do in these assays?
FadD28 FP inh: -0.6; Yp Topo-I inh: 18; BioA inh: -0.8; GDH-TPI inh: 5; PfHsp40 rescue: 0.5; UGM FP inh: 0.3; BH1578 lux ind: -0.2; TcdB GH inh: 0.2; Mtb FBA inh: 5

What do the screens show for `Cc1ccccc1NC(=O)c1cccnc1`?
FadD28 FP inh: 0.3; Yp Topo-I inh: -4; BioA inh: -3.0; GDH-TPI inh: 7; PfHsp40 rescue: -0.3; UGM FP inh: -0.5; BH1578 lux ind: inactive; TcdB GH inh: -1.0; Mtb FBA inh: 4

How did COc1cccc(CNC(=O)Cc2ccc(NC3=NC4CS(=O)(=O)CC4S3)cc2)c1 (stereo not drawn) do in these assays?
FadD28 FP inh: -0.6; Yp Topo-I inh: 3; BioA inh: 0.1; GDH-TPI inh: 9; PfHsp40 rescue: 0.8; UGM FP inh: 1.4; BH1578 lux ind: -1.2; TcdB GH inh: 1.2; Mtb FBA inh: 0

How did Cc1cc(C)c(-c2csc(NC(=O)C3=COCCO3)n2)c(C)c1 do in these assays?
FadD28 FP inh: -0.1; Yp Topo-I inh: -1; BioA inh: -0.8; GDH-TPI inh: 6; PfHsp40 rescue: 4.1; UGM FP inh: 2.0; BH1578 lux ind: -0.5; TcdB GH inh: 0.6; Mtb FBA inh: 1

What do the screens show for `C=CCNC(=S)Nc1ccc2nc(C)oc2c1`?
FadD28 FP inh: -2.1; Yp Topo-I inh: 5; BioA inh: -1.5; GDH-TPI inh: 4; PfHsp40 rescue: 0.0; UGM FP inh: 3.5; BH1578 lux ind: 2.1; TcdB GH inh: 1.2; Mtb FBA inh: 3

What do the screens show for `Cc1noc(C)c1C(=O)NCCc1ccc(Cl)cc1`?
FadD28 FP inh: -0.8; Yp Topo-I inh: -3; BioA inh: -1.8; GDH-TPI inh: 4; PfHsp40 rescue: -1.5; UGM FP inh: 4.3; BH1578 lux ind: -0.6; TcdB GH inh: -0.5; Mtb FBA inh: 1

2 neighbouring entries already listed:
Results for CCOc1ccc(NC(=O)CC2SC(N)=NC2=O)c([N+](=O)[O-])c1 (stereo not drawn) ?
FadD28 FP inh: -2.2; Yp Topo-I inh: 3; GDH-TPI inh: 2; PfHsp40 rescue: -1.2; UGM FP inh: -0.2; BH1578 lux ind: 1.6; TcdB GH inh: 0.4; Mtb FBA inh: -1

What do the screens show for `COc1ccc(C(C(=O)NCCC(C)C)N(CCO)C(=O)c2snc(C(N)=O)c2N)cc1` (stereo not drawn)?
FadD28 FP inh: 0.0; Yp Topo-I inh: -1; BioA inh: -1.4; GDH-TPI inh: 6; PfHsp40 rescue: 0.1; UGM FP inh: 1.1; BH1578 lux ind: -0.3; TcdB GH inh: 0.7; Mtb FBA inh: 9

Additional entries follow:
Results for COc1ccccc1-c1nc(-c2ccc(Br)cc2)no1 ?
FadD28 FP inh: -3.8; Yp Topo-I inh: -18; BioA inh: -0.6; GDH-TPI inh: -7; PfHsp40 rescue: 0.9; UGM FP inh: -0.7; BH1578 lux ind: inactive; Mtb FBA inh: -4

How did Cc1ccc(/C=N/NC(=O)C2COc3ccccc3O2)s1 (stereo not drawn) do in these assays?
FadD28 FP inh: -5.4; Yp Topo-I inh: 2; BioA inh: 1.0; GDH-TPI inh: 6; PfHsp40 rescue: -0.6; UGM FP inh: -2.2; BH1578 lux ind: inactive; TcdB GH inh: 2.0; Mtb FBA inh: -2

What do the screens show for `Cc1ccc(NC(=S)NC(=O)CC2CC(C)(C)OC2=O)cc1` (stereo not drawn)?
FadD28 FP inh: -1.8; Yp Topo-I inh: 2; BioA inh: -1.9; GDH-TPI inh: 0; PfHsp40 rescue: -1.2; UGM FP inh: 2.3; BH1578 lux ind: -0.3; TcdB GH inh: -1.1; Mtb FBA inh: 0

Results for Cc1ccc(-c2cc(C(=O)N3CCCC3)c3ccccc3n2)s1 ?
FadD28 FP inh: -3.7; Yp Topo-I inh: 10; BioA inh: -0.6; GDH-TPI inh: 18; PfHsp40 rescue: 1.3; UGM FP inh: -3.2; BH1578 lux ind: inactive; TcdB GH inh: 1.7; Mtb FBA inh: active

How did O=C1CCN(C2CCN(Cc3nc(Cc4ccccc4F)no3)CC2)CCN1 do in these assays?
FadD28 FP inh: -3.8; Yp Topo-I inh: 0; GDH-TPI inh: 2; PfHsp40 rescue: 2.0; UGM FP inh: -0.5; BH1578 lux ind: inactive; Mtb FBA inh: -6

What do the screens show for `O=C(COC(=O)CNC(=O)c1ccc(Cl)cc1Cl)Nc1ccc(N2CCOCC2)cc1`?
FadD28 FP inh: 1.8; Yp Topo-I inh: 0; BioA inh: -1.4; GDH-TPI inh: -2; PfHsp40 rescue: 1.5; UGM FP inh: -3.6; BH1578 lux ind: -0.4; TcdB GH inh: -2.3; Mtb FBA inh: 0

What do the screens show for `COC(=O)C[C@@H]1C[C@@H]2c3cc(NS(=O)(=O)c4ccccc4)ccc3O[C@@H]2[C@@H](CO)O1`?
FadD28 FP inh: -1.1; Yp Topo-I inh: -2; BioA inh: -0.5; GDH-TPI inh: 0; BH1578 lux ind: inactive; TcdB GH inh: -0.4; Mtb FBA inh: 0

Results for CCOc1ccccc1NC(=O)N1CCCC1C(=O)NCc1ccco1 (stereo not drawn) ?
Yp Topo-I inh: 4; BioA inh: -0.4; GDH-TPI inh: 8; PfHsp40 rescue: 0.6; BH1578 lux ind: -0.5; TcdB GH inh: 2.3; Mtb FBA inh: -3

Results for CCCC(=O)Nc1ccc(C(=O)n2ccc(C)n2)cc1 ?
FadD28 FP inh: -0.6; Yp Topo-I inh: 7; BioA inh: 0.8; GDH-TPI inh: -2; PfHsp40 rescue: 1.0; UGM FP inh: 4.3; BH1578 lux ind: -0.3; TcdB GH inh: -0.1; Mtb FBA inh: 1

Results for O=C(O)CCCC(=O)NCCCc1ccccc1 ?
FadD28 FP inh: -0.3; Yp Topo-I inh: -2; BioA inh: -1.6; GDH-TPI inh: 0; PfHsp40 rescue: 1.4; UGM FP inh: 1.5; BH1578 lux ind: inactive; Mtb FBA inh: -1

What do the screens show for `NS(=O)(=O)c1ccc(NNC(=O)c2sccc2Cl)cc1`?
FadD28 FP inh: -2.8; Yp Topo-I inh: 0; BioA inh: 9.4; GDH-TPI inh: -5; PfHsp40 rescue: 0.3; UGM FP inh: 2.2; BH1578 lux ind: -0.2; TcdB GH inh: -12; Mtb FBA inh: -2

What do the screens show for `CCO[C@H]1OC(C(=O)N2CCN(C)CC2)=C[C@@H](C)[C@@H]1CCCO`?
FadD28 FP inh: 0.4; Yp Topo-I inh: 6; BioA inh: 2.1; GDH-TPI inh: 4; PfHsp40 rescue: -0.8; UGM FP inh: -0.4; BH1578 lux ind: -0.9; TcdB GH inh: 1.5; Mtb FBA inh: 0

Results for O=S(=O)(c1ccccc1)N1CCn2c(nc3ccccc32)C1 ?
FadD28 FP inh: 2.0; Yp Topo-I inh: 2; BioA inh: -0.2; GDH-TPI inh: -11; PfHsp40 rescue: -1.2; UGM FP inh: 0.6; BH1578 lux ind: -0.3; TcdB GH inh: 2.6; Mtb FBA inh: 3

How did COc1ccc(S(=O)(=O)N2CCN(C(=O)CN3C(=O)NC(C)(C)C3=O)CC2)cc1 do in these assays?
FadD28 FP inh: -0.6; Yp Topo-I inh: 2; BioA inh: -0.3; GDH-TPI inh: -5; PfHsp40 rescue: 0.0; UGM FP inh: 0.4; BH1578 lux ind: inactive; TcdB GH inh: -0.3; Mtb FBA inh: -2

Results for O=[N+]([O-])c1ccc(NCCO)c2ncccc12 ?
FadD28 FP inh: 0.5; Yp Topo-I inh: -3; GDH-TPI inh: 1; PfHsp40 rescue: 0.7; UGM FP inh: 3.2; BH1578 lux ind: -0.2; Mtb FBA inh: -31

Results for COc1ccccc1NC(=O)c1ccc2c(c1)OCO2 ?
FadD28 FP inh: 0.1; Yp Topo-I inh: -5; BioA inh: 10; GDH-TPI inh: 13; PfHsp40 rescue: -0.8; UGM FP inh: -1.0; BH1578 lux ind: -0.4; TcdB GH inh: 1.3; Mtb FBA inh: 4

Results for C#CCOCCOCCOCCNc1nc(N2CCN(C(=O)C([C@@H](C)CC)n3cc(C(N)CC(C)C)nn3)CC2)nc(N2CCN(C(=O)[C@H](CCC(=O)O)n3cc(C(N)[C@H](C)CC)nn3)CC2)n1 (stereo partly drawn) ?
FadD28 FP inh: -1.5; Yp Topo-I inh: 15; BioA inh: 1.3; GDH-TPI inh: 9; PfHsp40 rescue: -1.3; UGM FP inh: 3.1; BH1578 lux ind: -0.4; TcdB GH inh: 2.8; Mtb FBA inh: 3

How did O=C1[C@@H](Oc2ccccc2)[C@@H](c2ccncc2)N1c1ccncc1 do in these assays?
FadD28 FP inh: -1.4; Yp Topo-I inh: -1; BioA inh: -0.8; GDH-TPI inh: 3; PfHsp40 rescue: -1.6; BH1578 lux ind: 6.2; TcdB GH inh: -1.2; Mtb FBA inh: 0

How did COCc1cc(=O)n2[nH]c(C)nc2n1 do in these assays?
FadD28 FP inh: -0.1; Yp Topo-I inh: 9; BioA inh: -12; GDH-TPI inh: 1; PfHsp40 rescue: -2.4; UGM FP inh: 0.4; BH1578 lux ind: -0.2; Mtb FBA inh: 1

Entries shown so far with a nitro group on carbon (two):
Results for CCOc1ccc(NC(=O)CC2SC(N)=NC2=O)c([N+](=O)[O-])c1 (stereo not drawn) ?
FadD28 FP inh: -2.2; Yp Topo-I inh: 3; GDH-TPI inh: 2; PfHsp40 rescue: -1.2; UGM FP inh: -0.2; BH1578 lux ind: 1.6; TcdB GH inh: 0.4; Mtb FBA inh: -1

Results for O=[N+]([O-])c1ccc(NCCO)c2ncccc12 ?
FadD28 FP inh: 0.5; Yp Topo-I inh: -3; GDH-TPI inh: 1; PfHsp40 rescue: 0.7; UGM FP inh: 3.2; BH1578 lux ind: -0.2; Mtb FBA inh: -31
